# GLP1R ag: GLP-1 receptor (human) agonism; HEK293 GLP-1R CRE-luciferase, luminescence, 4-6 h; cells express a hypersensitive GLP-1R form; 380,000 compounds, 0.007% hits; AID 624172; Potency, µM (top dose mostly 45.6 µM), for inactives: at the top dose activation, actives largely listed as activators; further: potency means the concentration at half of the fitted maximal effect; % of control where 0% means no effect
# PLK1 PBD inh: blocks phosphopeptide binding to human PLK1 polo-box domain; P53350; Plk1 PBD binding of FITC phosphopeptide, fluorescence polarization; Potency, µM, inactives show max response, negative = inhibition, most hits filed as inhibitors; 360,000 compounds, 2.8% hits; AID 720504; further: potency means the concentration at half of the fitted maximal effect; series mostly up to about 57 µM; on the % scale 0 is the no-effect control and ±100 the full control effect; nearly all actives have a fitted effect of over 65% in size
# Target sequence (P53350 whole entry, looked up, the tested form may be a part): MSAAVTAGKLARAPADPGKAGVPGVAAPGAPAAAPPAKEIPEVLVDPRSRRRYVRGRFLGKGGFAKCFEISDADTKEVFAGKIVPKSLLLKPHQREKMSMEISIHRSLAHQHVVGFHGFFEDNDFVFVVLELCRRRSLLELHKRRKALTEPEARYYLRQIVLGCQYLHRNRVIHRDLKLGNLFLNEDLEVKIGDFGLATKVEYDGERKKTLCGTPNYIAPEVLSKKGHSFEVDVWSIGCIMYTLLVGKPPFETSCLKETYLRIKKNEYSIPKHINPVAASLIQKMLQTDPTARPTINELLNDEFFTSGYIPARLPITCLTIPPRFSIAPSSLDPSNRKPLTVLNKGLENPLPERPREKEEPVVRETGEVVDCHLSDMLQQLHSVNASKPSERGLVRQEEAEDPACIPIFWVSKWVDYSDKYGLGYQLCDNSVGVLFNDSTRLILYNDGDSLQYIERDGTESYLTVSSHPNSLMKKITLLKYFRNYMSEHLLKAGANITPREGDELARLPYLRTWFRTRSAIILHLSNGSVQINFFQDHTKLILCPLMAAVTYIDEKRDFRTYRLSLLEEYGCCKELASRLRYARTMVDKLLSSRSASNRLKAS
# EPAC1 ag: agonists of human EPAC1; 360,000 compounds, 0.073% hits; AID 720707; O95398; EPAC1 agonist qHTS, biochemical assay; response scale: 100% = response to 6.5 mM cAMP; Potency, µM (titrated, usually from 154 µM), for the others: top-dose activation, usual class: activators; further: potency means the concentration at half of the fitted maximal effect; nearly all actives have a fitted effect of over 60% in size
#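 EPAC1 100 nM, Rap1B–BODIPY-GDP 250 nM, unlabeled GDP 50 uM; compound titration; 5 min RT; kinetic read ex480/em540 at 5-min intervals ×30 min; data normalized to 6.5 mM cAMP agonist control.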
# EPAC1 antag: antagonists of human EPAC1. O95398. EPAC1 GEF assay, Rap1b-BODIPY-GDP exchange fluorescence. Potency, µM (doses to about 115 µM), for the others: top-dose activity change, negative = inhibition, usual class: inhibitors. 360,000 compounds, 0.14% hits;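 further: potency means the concentration at half of the fitted maximal effect; plate controls were vehicle for no effect and positive control for full effect; nearly all actives have a fitted effect of over 50% in size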
# PTHR1 agonist: activates the human parathyroid hormone receptor PTHR1; 410,000 compounds, 0.075% hits; Q03431; Potency, µM (doses to about 115 µM), for the others: top-dose activation, hits mostly activators; AID 743266; HEK293 GP2 PTHR1 cells, GloSensor cAMP luminescence, 1 h; further: potency means the concentration at half of the fitted maximal effect; nearly all actives have a fitted effect of over 55% in size; some results filed as inactive show a strong effect at the top dose; inactives centre near -15; many of its hits are not listed in these tables
#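 HEK-293-derived GP2 cells expressing PTHR1 and a GloSensor cAMP reporter, 3,000/well, plated overnight, given luciferin plus IBMX (each 0.5 mM as added) for 1 h at 37 °C, then compound for 1 h at 37 °C. Luminescence was read after 15 min at room temperature.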
# IL-2 act: activators of IL-2; IL-2 activation reporter assay, cell-based qHTS; stimulated with anti-CD3/CD4/CD28 beads; in transgenic mouse T cells; activation, % (series mostly up to about 46 µM); 360,000 compounds, 0.065% hits; AID 652025; in the data active means activation above about 50%; inconclusive means mostly about 30% to 49%; further: 0% is about no effect
#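 Unstimulated transgenic mouse T cells, 750 per well, received compound and, after 60 minutes, anti-CD3/anti-CD4 bead plus anti-CD28 stimulation. EGFP and DsRed were quantified after 18 hours.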
# PI5P4K alpha inh: PI5P4K alpha (human) kinase inhibition. AID 652105. max response, %. PI5P4Kalpha enzyme, ADP-Glo luminescence, 60 min; stronger effect = lower value. 330,000 compounds, 1.2% hits; active means max response of -50% or lower; inconclusive means between -30% and -50%; inactive means -30% or higher; further: value at the top dose of about 77 µM; on the % scale 0 is the no-effect control and ±100 the full control effect
# Target sequence (P48426 whole entry, looked up): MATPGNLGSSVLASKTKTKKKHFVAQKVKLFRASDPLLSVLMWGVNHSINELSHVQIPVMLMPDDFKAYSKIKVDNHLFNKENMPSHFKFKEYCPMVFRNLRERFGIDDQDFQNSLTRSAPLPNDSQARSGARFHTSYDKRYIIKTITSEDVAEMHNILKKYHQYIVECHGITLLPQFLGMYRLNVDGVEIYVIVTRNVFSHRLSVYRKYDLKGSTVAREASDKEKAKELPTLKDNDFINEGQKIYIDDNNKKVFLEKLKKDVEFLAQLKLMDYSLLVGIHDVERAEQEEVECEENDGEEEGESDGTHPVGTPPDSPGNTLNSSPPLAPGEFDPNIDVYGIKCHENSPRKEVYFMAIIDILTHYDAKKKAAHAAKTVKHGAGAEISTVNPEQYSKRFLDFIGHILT
#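 Reactions run in 0.038 M HEPES pH 7.4, 0.28 mM EGTA, 0.1% CHAPS and 5% DMSO, with PI5P4Kalpha, substrate, compound and 5 microM ATP final, one hour at room temperature. Readout is ADP-Glo luminescence.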
# GLP1R cytotox: cytotoxic in the GLP-1 receptor inverse agonist counter-screen; 410,000 compounds, 0.13% hits; Potency, µM (doses to about 38.3 µM), inactives show at the highest dose activity change, negative = inhibition, most hits filed as inhibitors; AID 624418; HEK293 cAMP-luciferase reporter cells, luminescence, 24 h;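 further: loss of luciferase light is scored as toxicity; potency means the concentration at half of the fitted maximal effect; on the % scale 0 is the no-effect control and ±100 the full control effect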
#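 Seeding density was 200 cells/uL; after overnight-length (12 h) culture, 23 nL compounds went on for 24 h at 37 °C. Readout used a luciferase detection reagent, luminescence taken after 12 min at room temperature.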
# GLP-1R inv ag: acts as inverse agonist at human GLP-1 receptor. Potency, µM (series often up to 38.3 µM), for inactives: at the top dose activity change, negative = inhibition, hits mostly inhibitors. HEK293 GLP-1R CRE-luciferase, luminescence, 24 h; GLP-1R form is constitutively active. AID 624417. P43220. 410,000 compounds, 1.6% hits; further: potency means the concentration at half of the fitted maximal effect; on the % scale 0 is the no-effect control and ±100 the full control effect; nearly all actives have a fitted effect of over 55% in size
#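 Using stably transfected HEK293 (constitutively active GLP-1R, cAMP-luciferase reporter), compounds were incubated 24 hr and luciferase measured by luminescence.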
# * = called active by the depositor; i = inactive; ? = inconclusive; · = not tested or not shown; & = joins results of further samples; [ ] = remark or other dose. Unless noted, the call rests on the fitted dose curve; in most records, active means well fitted curve in the direction sought with a large enough effect; inconclusive means small, poorly fitted or top-dose-only effect, or another doubt; inactive means no such curve, though single readings can be large; an effect the other way counts as inactive or inconclusive. Some of the compounds tested; the hit share may differ from the screen's.
1	Cc1cccc(NC(=O)CNC(=O)[C@H]2O[C@@H](n3cnc4c(N)ncnc43)[C@H](O)[C@@H]2O)c1C
2	CC(=O)C1=C(C)NC(SCC(N)=O)=C(C#N)C1c1cccs1 (stereo not drawn)
3	CCCCn1c(-c2csc3ccccc23)n[nH]c1=S
4	COc1cc2cnc(-c3ccsc3)c(-c3ccc(F)cc3)c2cc1OC
5	COC(=O)c1cccc(NC(=O)CSc2nnc(-c3ccco3)o2)c1
6	CC(=O)c1ccc(NC(=O)C(C)OC(=O)CCN=C2NS(=O)(=O)c3ccccc32)cc1 (stereo not drawn)
7	CN(C)CCC=C1c2ccccc2C=Cc2ccccc21
8	O=C(O)COc1ccccc1C1C2C(=O)N(c3ccccc3)C(=O)C2ON1c1ccccc1 (stereo not drawn)
9	O=C(CN1C(=O)c2ccccc2C1=O)Nc1sc2c(c1C(=O)NCC1CCCO1)CCC2 (stereo not drawn)
10	O=C(Cc1ccc(Cl)c(Cl)c1)OCC(=O)c1ccc[nH]1

Compound	1	2	3	4	5	6	7	8	9	10
IL-2 act	-0.4	-0.5	-0.3	-0.4	0.5	-1.4	0.3	-1.8	0.3	-4.0
GLP1R cytotox	-9%	-11%	-12%	6%	1%	10%	?	-10%	0%	-14%
GLP-1R inv ag	33%[activator]	0%	0%	?	12%	7%	?	4%	0%	-9%
EPAC1 antag	-15%	10%	-12%	-9%	15%	7%	-13%	-3%	5%	6%
EPAC1 ag	-14%	4%	1%	-15%	8%	7%	-20%	-9%	2%	-1%
GLP1R ag	-4%	-3%	0%	18%	12%	-2%	3%&7%	-2%	-8%	8%
PLK1 PBD inh	-2%	-5%	-11%	1%	-5%	4%	-24%	24µM*	-9%	-4%
PTHR1 agonist	-17%	i	-33%[inhibitor]	-15%	-3%	-20%	-8%	i	-22%[57.5 µM]	-14%
PI5P4K alpha inh	-1	·	0	-6	4	-6	-10	?	·	-4

11	Cc1c(C(=O)Nc2cccc(C(F)(F)F)c2)oc2ccc3c(c12)C(=O)CC(C)(C)O3
12	O=C(Nc1cccnc1Cl)c1cc(-c2cccc(Cl)c2)on1
13	CCCCC(CC)C(=O)Nc1cc(C(=O)NCCC)ccc1N1CCC2(CC1)CC(c1ccccc1)=NO2 (stereo not drawn)
14	CCCCN1C(=O)C2ON(c3ccccc3C)C(c3ccco3)C2C1=O (stereo not drawn)
15	Nc1nc(CSCCO)nc(Nc2ccc(F)cc2)n1
16	CC(O)CNc1nc2ccccc2n1-c1ncnc2sc3c(c12)CCC3 (stereo not drawn)
17	O=C(O)c1ccc2c(c1)C(=O)N(C(Cc1ccc(O)cc1)C(=O)O)C2=O (stereo not drawn)
18	COc1ccc(NC(=O)C2=CC(c3cccs3)=NS(=O)(=O)N2C)cc1
19	CN(C)C(=O)CCc1ccc2c3c([nH]c2c1)[C@]1(C)[C@@H](C(=O)N2CCCCC2)C[C@H](CC(=O)NCc2ccco2)C(=O)N1CC3
20	CCOc1ccc2oc(=O)cc(C)c2c1

Compound	11	12	13	14	15	16	17	18	19	20
IL-2 act	·	0.2	-2.4	-3.0	2.6	6.4	-0.8	-2.1	0.2	-0.6
GLP1R cytotox	1%	-4%&0%	-12%	17%	1%	?	6%	-11%&1%	2%	-3%
GLP-1R inv ag	4%	1%&-6%	1%	?	2%	10µM*	0%	-7%&5%	0%	25%
EPAC1 antag	·	0%	-8%	-21%	-21%	8%	3%	-14%	5%	6%
EPAC1 ag	·	5%	-17%	24%	0%	8%	2%	-19%	14%	11%
GLP1R ag	-1%	8%	-5%	2%	-7%	0%	-12%	11%	13%	4%
PLK1 PBD inh	·	-20%	7%	-9%	-1%	-5%	-1%	-3%	-2%	-4%
PTHR1 agonist	-7%	i	3%	-51%[inhibitor]	i	-20%	i	-44%[inhibitor]	-2%	i
PI5P4K alpha inh	·	3	1	·	0	-1	-9	5	-2	-6

# Arranged by the number under GLP1R ag (descending): some entries from above
no. | Structure | GLP1R ag
19 | CN(C)C(=O)CCc1ccc2c3c([nH]c2c1)[C@]1(C)[C@@H](C(=O)N2CCCCC2)C[C@H](CC(=O)NCc2ccco2)C(=O)N1CC3 | 13%
13 | CCCCC(CC)C(=O)Nc1cc(C(=O)NCCC)ccc1N1CCC2(CC1)CC(c1ccccc1)=NO2 (stereo not drawn) | -5%
17 | O=C(O)c1ccc2c(c1)C(=O)N(C(Cc1ccc(O)cc1)C(=O)O)C2=O (stereo not drawn) | -12%

# Going on with the list.
21	Cc1ccc(S(N)(=O)=O)cc1NC(=O)/C=C/c1ccc2c(c1)OCO2
22	CCc1nc2ccc(C(=O)NCc3ccccc3OC)cn2c1N(C)Cc1ccc(N(C)C)cc1
23	CC(NC(=O)CN1C(=O)COc2ccc(S(=O)(=O)N3CCCCCC3)cc21)c1ccccc1 (stereo not drawn)
24	Cc1cc(-n2c(=O)c(C#N)cc3c(=O)n4cccc(C)c4nc32)no1
25	COc1cc(CNCCN2CCOCC2)ccc1OCC(=O)NC(C)(C)C
26	COc1ccccc1N1CCN(C(=O)CN2C(=O)c3ccccc3C2=O)CC1
27	CCC(=O)Nc1cccc(-c2cnc3ccccc3n2)c1
28	O=C(Oc1ccc(Cl)c2cccnc12)c1cccnc1
29	COc1cc(/C=C(/C#N)c2nc3ccccc3[nH]2)ccc1Oc1ncccc1[N+](=O)[O-]
30	COc1cc(OC)cc(C(=O)NNC(=O)CCNC(=O)c2ccc(Br)cc2)c1

Compound	21	22	23	24	25	26	27	28	29	30
IL-2 act	1.6	0.4	·	-0.2	-0.6	-1.0	-1.3	-1.0	-1.8	0.0
GLP1R cytotox	5%	7%	-7%	·	0%	1%	0%	?	-25%	2%
GLP-1R inv ag	-7%	10%	-28%	6%	5%	-10%	0%	3.2µM*	6%	10%
EPAC1 antag	-15%	-8%	·	5%	15%	18%	14%	-9%	-6%	14%
EPAC1 ag	-6%	9%	·	0%	-10%	6%	9%	-3%	2%	-9%
GLP1R ag	7%	7%	-1%	-12%	-2%	6%	6%	-3%	-5%	7%
PLK1 PBD inh	-8%	-7%	·	-5%	-7%	-12%	-10%	-6%	-6%	1%
PTHR1 agonist	-5%	-13%	1%	-1%[57.5 µM]	-18%	i	-23%[57.5 µM]	i	3%[57.5 µM]	-36%[inhibitor]
PI5P4K alpha inh	1	3	·	·	2	3	·	-5	·	-3

31	CC(C)Cc1nc(SCC(=O)NCc2ccccc2)n[nH]1
32	O=C(NC1CCCCC1)N1CCC(c2nc3ccccc3[nH]2)CC1
33	O=C(NCc1ccco1)c1ccc(=O)oc1
34	O=C(O)CCC(=O)Nc1ccc(OCC2CCCO2)cc1 (stereo not drawn)
35	CCOC(=O)c1c(NC(=O)C2c3ccccc3Oc3ccccc32)sc(C(N)=O)c1C
36	COc1ccc(CNC(=O)c2ccc(NC(=O)C3CCCO3)cc2)cc1 (stereo not drawn)
37	O=C(c1cnc2n(c1=O)CCS2)N1CCCc2ccccc21
38	O=C(CC(NC(=O)c1ccccc1)c1ccccc1)NCc1ccccc1 (stereo not drawn)
39	O=C(O)Cn1ncc2ccccc2c1=O
40	CCCCC(CCC(=O)O)(C(=O)OCC)c1csc(N)n1 (stereo not drawn)

Compound	31	32	33	34	35	36	37	38	39	40
IL-2 act	0.5	-4.6	-0.4	0.0	0.2	-0.1	-2.8	-4.3	-2.1	1.3
GLP1R cytotox	-17%	2%	-6%	-7%	4%	-3%	-3%	-20%	9%	4%
GLP-1R inv ag	1%	27%	4%	10%	38%[activator]	14%	0%	0%	12%	0%
EPAC1 antag	0%	9%	3%	8%	-5%	11%	1%	-7%	-14%	16%
EPAC1 ag	5%	4%	-2%	10%	18%	3%	-2%	-1%	-3%	9%
GLP1R ag	-33%	-5%	-24%	-3%	25%	-6%	-11%	0%	0%	5%
PLK1 PBD inh	-8%	-6%	-7%	2%	-6%	-2%	-11%	6%	-16%	-9%
PTHR1 agonist	i	i	i	i	-13%	i	i	i	i	14%[57.5 µM]
PI5P4K alpha inh	-10	·	3	-1	4	-1	·	7	0	2

# PLK1 PBD inh, hit marks shown above.
entry | mol | IL-2 act | GLP-1R inv ag | EPAC1 antag | GLP1R ag | PLK1 PBD inh | PTHR1 agonist | PI5P4K alpha inh
8 | O=C(O)COc1ccccc1C1C2C(=O)N(c3ccccc3)C(=O)C2ON1c1ccccc1 (stereo not drawn) | -1.8 | 4% | -3% | -2% | 24µM* | i | ?

# Continued:
41	CC(C)(C)S(=O)N1Cc2cc(=O)n(Cc3ccccc3)c(CCO)c2[C@@H]1CCO (stereo partly drawn)
42	Cc1cc(C(=O)N/N=C/c2ccc(-c3cccc(Cl)c3Cl)o2)n[nH]1
43	COc1ccccc1NC(=O)COC(=O)C1C2CC3OC(=O)C1C3C2 (stereo not drawn)
44	COc1ccc(C2C(C(C)=O)=C(O)C(=O)N2c2ccc(Br)cc2)cc1 (stereo not drawn)
45	O=C(NCCCN1CCOCC1)C1CCN(S(=O)(=O)c2ccccc2)CC1
46	CCOc1cc(/C=C/c2cc(C(=O)O)c3ccccc3n2)ccc1O
47	COc1ccc(OC)c(C2=NOC(C(=O)Nc3c(C)n(C)n(-c4ccccc4)c3=O)C2)c1 (stereo not drawn)
48	CCOC(=O)C(=O)CC(=O)c1ccc2c(c1)OCCO2
49	CC1(C(=O)NCc2cccnc2)CCN1C(=O)c1cccc(F)c1 (stereo not drawn)

Compound	41	42	43	44	45	46	47	48	49
IL-2 act	-0.5	8.0	-0.1	-0.1	-0.3	-0.2	-3.7	-1.5	0.8
GLP1R cytotox	-5%	0%	-4%	-20%	28%	17%	6%	2%	-1%
GLP-1R inv ag	19%	1%	10%	?	2%	21%	-3%	18%	-14%
EPAC1 antag	-2%	-9%	5%	-9%	-3%	-15%	-4%	-10%	0%
EPAC1 ag	8%	-1%	-9%	-2%	-43%[inhibitor]	-6%	6%	6%	-8%
GLP1R ag	-3%	-3%	4%	-2%	-28%	-4%	-5%	-6%	-3%
PLK1 PBD inh	-7%	-2%	-12%	-3%	-5%	-1%	-10%	-14%	0%
PTHR1 agonist	i	i	-12%	-5%	i	i	i	-7%	i
PI5P4K alpha inh	1	1	-5	0	3	-10	-6	-3	0

# Compound activity from PubChem.
